EWS-Fli inh = inhibitors of EWS/Fli oncoprotein transcriptional activity. A673 NR0B1-luciferase reporter, viability-normalised. actives 0.67% (n = 350,000). inhibition, % at 12.6 µM. AID 651661;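 active = mean inhibition of at least 50% after viability correction, with every replicate also passing that limit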;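 also: firefly luciferase signal divided by Alamar Blue viability fluorescence both relative to DMSO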
PAX8 inh HTS = PAX8 transcriptional activity inhibition. actives 1.2% (n = 360,000). RMG-I TPO-luciferase reporter, SteadyGlo, 24 h. inhibition, % at 12.6 µM;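 active = mean replicate inhibition at least 60% with every replicate also reaching 60%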;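 also: luciferase light reporting Pax8 driven TPO promoter activity; plate controls were median of neutral control wells for no effect and mitoxantrone controls for full effect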
LGR2 inh = inhibitors of bursicon-induced Drosophila LGR2 receptor cAMP signaling; HEK293 LGR2, CRE-luciferase, bursicon-stimulated, 4 h; inhibition, % at 9.99 µM; actives 0.35% (n = 380,000); AID 720647;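 active = drop in luminescence signal, shown as inhibition above about 50% in the replicate tests, limit read from the data, passing the limit was not always enough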;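 also: agonist challenge used bursicon conditioned medium at about half maximal strength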
Cneo AK release = causes C. neoformans cell lysis; lysis activity, % at 15 µM; AID 651654; adenylate kinase release luminescence, 4 h; normalised: neutral wells 0, clomiphene wells 100; actives 0.2% (n = 360,000);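 active = mean lysis activity across replicates of at least 80%, whatever share of replicates individually reach that level; inactive = mean lysis activity below 80%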
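Test system: log-phase Cryptococcus neoformans yeast cells. Input: 5 × 10^6 yeast cells/mL. Medium: fresh YPD growth medium. Doses: single dose. Incubation: static 4 h at 37 °C with compound, 1 h detection. Measured by: luminescent adenylate kinase detection reagent. Read-out: signal increase indicating cell lysis. Benchmarks: Clomiphene.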
PGC1a acetyl inh = PGC1a acetylation modulation, inhibitor mode. U2OS PGC1a acetylation, AlphaScreen anti-acetyl-lysine; with virally co-expressed GCN5 acetyltransferase. inhibition, % at 15.6 µM. actives 0.17% (n = 350,000). AID 651687;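 active = every replicate shows inhibition of at least 40%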;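 also: 0% = neutral control wells and 100% = positive control wells; some results beyond the cut were filed as inactive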
CASP6 VEID inh = inhibitors of human caspase-6. actives 0.53% (n = 350,000). purified caspase-6, Z-VEID-R110 cleavage fluorescence. inhibition, % at 12.5 µM. P55212;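 active = mean inhibition across replicates at least about 35%, with every replicate also reaching that limit, limit read from the data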;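 also: 0% = median of neutral control wells and 100% = no fluorescence left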
Target sequence (P55212 24-179 limits assumed): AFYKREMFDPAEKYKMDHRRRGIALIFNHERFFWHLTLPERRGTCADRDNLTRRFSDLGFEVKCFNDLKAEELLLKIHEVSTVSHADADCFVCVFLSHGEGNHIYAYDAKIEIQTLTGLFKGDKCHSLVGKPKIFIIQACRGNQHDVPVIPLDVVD
Target sequence (P55212 194-293 limits assumed): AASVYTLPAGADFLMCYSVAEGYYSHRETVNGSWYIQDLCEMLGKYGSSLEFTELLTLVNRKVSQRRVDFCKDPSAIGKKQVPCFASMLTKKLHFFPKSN
miR-122 sensor = blocks miR-122 activity in Huh7 sensor cells. Huh7 miR-122 Renilla luciferase sensor, 48 h; neutral wells = 0, positive control = 100. activation (reporter increase), % at 12.5 µM. actives 0.3% (n = 340,000). AID 602342;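 active = mean replicate activation score at least 90 and every replicate individually at or above 90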;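 also: higher luciferase means less miR-122 activity so hits act as miR-122 inhibitors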
FN deposition inh = fibronectin deposition inhibition | actives 0.086% (n = 350,000) | inhibition, % at 12.6 µM | AH1F fibroblasts, Alexa488-fibronectin deposition fluorescence, overnight | AID 743247;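 active = mean inhibition across replicates of 30% or more, regardless of how many single replicates reach that level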;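 also: positive control wells lacked labelled fibronectin entirely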
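Test system: AH1F fibroblast monolayer depositing Alexa488-labelled fibronectin into matrix. Input: 10000 cells per well. Technique: fluorescence, ex 485 nm, em 525 nm. Buffer or medium: DMEM plus 2% serum, read in PBS. Timing: 1 h cell adhesion before compound, then overnight fibronectin incubation. Compound: single dose, pinned. Read-out basis: inhibition from reduced deposited-fibronectin fluorescence.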
* = called active by the depositor; . = no result given; [ ] = dose if it differs, or a comment. Rows were taken by chance (roughly 2.5% active in at least one column).

SMILES	EWS-Fli inh	PAX8 inh HTS	LGR2 inh	Cneo AK release	PGC1a acetyl inh	CASP6 VEID inh	miR-122 sensor	FN deposition inh
CC(CCc1ccccc1)NCC(O)c1cccc([N+](=O)[O-])c1 (configuration not stated)	0.0	7.9	-5.0	.	.	3.1	.	-5.0
CCOC(=O)C(=CNCC(=O)O)C(=O)OCC	0.9	.	-5.6	-0.8	18.8	0.2	0.0	.
Cc1ccc(NC(=O)CCCCCN2C(=O)[C@@H]3Cc4ccccc4CN3C2=O)c(C)c1	.	-1.9	0.7	.	-1.6	27.2	-0.6	-7.1
COc1ccc(N(C(=O)Cc2cccs2)C(C(=O)NC2CCCC2)c2ccncc2)cc1 (configuration not stated)	3.8	20.6	-14.2	-2.1	.	3.1	.	3.0
CCCN(C)C[C@@H]1Oc2cc(C#CCOC)ccc2S(=O)(=O)N([C@@H](C)CO)C[C@@H]1C	11.7	.	11.8	-0.2	-2.6	2.2	-3.2[16.7 µM]	4.0
COc1ccc(NC(=O)CC2C(=O)NCCN2C(=O)c2ccc(Cl)cc2)cc1 (configuration not stated)	2.5	-6.4	.	-0.9	-6.8	2.7	-0.5	-0.8
C[C@@H]1CN([C@H](C)CO)C(=O)c2cccc(NC(=O)Nc3cccc4ccccc34)c2O[C@H]1CN(C)S(=O)(=O)c1cn(C)cn1	-4.0	.	14.0	0.3	-13.3	6.7	-0.5[16.7 µM]	6.2
COc1ccc(CN(C)C[C@@H]2OCCCC[C@H](C)Oc3ccc(NC(=O)NC(C)C)cc3C(=O)N([C@@H](C)CO)C[C@@H]2C)cc1	-5.8	9.0	9.3	9.2	-1.5	-2.7	-0.2[16.7 µM]	.
COCCNC(=O)c1ccc2c(c1)S(=O)(=O)c1ccccc1C2=O	-0.9	-12.0	24.5	0.7	2.1	-1.3	-8.0	-18.0
CC(C)NC(=O)N1CCCCN2[C@H](CO)[C@H](c3ccc(Br)cc3)[C@@H]2C1	-12.8	8.6	-1.5	-9.9	-1.2	-0.3	-3.9[16.7 µM]	.
Cc1ccc(S(=O)(=O)Nc2ccc3c(c2)C(=O)N([C@@H](C)CO)C[C@H](C)[C@@H](CN(C)Cc2ccc(Cl)c(Cl)c2)OCCCC[C@H](C)O3)cc1	1.0	45.9	-1.1	-6.7	7.7	-1.1	-6.7[16.7 µM]	-9.6
Cc1noc(C)c1NC(=O)Nc1ccc2c(c1)CC(=O)N([C@@H](C)CO)C[C@H](C)[C@@H](CN(C)C(=O)NC(C)C)O2	-6.1	-11.9	24.8	55.6	1.7	.	2.2[16.7 µM]	.
CN(CC(=O)Nc1cccc(F)c1)C(=O)c1cccc(S(=O)(=O)N2CCN(c3ccccc3)CC2)c1	.	11.3	3.8	4.0	.	1.2	.	2.2
C[C@H]1CN([C@@H](C)CO)C(=O)c2cc(NC(=O)Nc3ccc(F)cc3)ccc2O[C@H]1CN(C)Cc1ccc2c(c1)OCO2	21.5	7.3	12.1	-0.4	1.0	3.4	-3.3[16.7 µM]	-6.3
COCc1cn(CC[C@@H]2CC[C@@H](NC(=O)c3ccccc3)[C@H](CO)O2)nn1	-3.7	-14.7	12.7	1.7	-5.3	1.0	.	.
O=C(NC1CCCC1)C(c1ccccn1)N(C(=O)c1csnn1)c1ccccc1Cl (configuration not stated)	-6.2	1.0	-7.1	-1.7	-14.8	-0.7	5.7	-3.0
CCOc1ccccc1OCCCNCc1ccco1	-2.1	-7.8	8.3	.	.	-2.2	.	-2.2
Cc1ccc(S(=O)(=O)Nc2ccc3c(c2)C(=O)N([C@H](C)CO)C[C@@H](C)[C@@H](CN(C)Cc2ccc(C(=O)Nc4ccccc4N)cc2)O3)cc1	51.3*	5.3	7.4	1.5	-3.8	5.5	71.2[16.7 µM]	.
CCOCCCNC(=O)CCc1nnc2n(CCC(C)C)c(=O)c3ccccc3n12	-12.4	1.2	-4.2	-0.5	-2.5	2.2	.	7.1
COc1cc(NS(=O)(=O)c2ccc3[nH]c(=O)oc3c2)cc(OC)c1	-1.0	-10.8	27.7	.	-1.4	0.5	25.4	4.4
O=C(OCc1cc(=O)n2c(n1)sc1ccccc12)c1cccc(O)c1	.	-44.5	-70.4	.	13.7	.	-4.1	9.1
O=C(O)c1ccccc1C(=O)NCC(O)COCC1CC=CCC1 (configuration not stated)	.	.	0.7	0.1	10.1	.	0.9	.
CC(=O)Oc1ccc(N(C(C)=O)S(=O)(=O)c2ccc(Cl)cc2)c2ccccc12	-10.1	25.7	-20.0	-1.7	0.1	1.5	-1.5	-6.5
O=[N+]([O-])c1ccc(Sc2ccccc2)nc1	-5.7	13.3	-5.0	-3.6	.	2.9	-10.8	2.3
O=C(COC(=O)CSc1ccc(F)cc1)NC1CC1	0.6	1.4	15.8	3.7	17.9	1.6	-3.4	.
COc1ccc(CC(=O)NNC(=O)c2nn(Cc3ccccc3)c(=O)c3ccccc23)cc1OC	-6.7	13.9	16.9	.	-0.9	-1.7	-1.7	4.8
O=[N+]([O-])c1ccc(NCCNc2ccc(Cl)nn2)cc1	.	-0.6	.	-4.3	-5.6	.	1.1	-0.9
Cn1c(=O)[nH]c(=O)c2c1nc(N(CCO)Cc1ccccc1)n2Cc1ccccc1Cl	.	-13.1	.	6.1	5.5	.	-12.5	.
COc1cccc(-c2ccc3c(c2)[C@H]2[C@H](CCN2S(=O)(=O)c2ccccc2F)[C@H](CO)N3)c1	-18.4	21.9	10.4	-7.5	-1.0	-2.1	-5.9[16.7 µM]	-2.7
N#Cc1c(-c2ccc(F)cc2)cc(C2CC2)nc1SCC(=O)c1cccs1	-8.9	-17.9	.	-6.8	.	-1.3	-1.1	3.0
O=C(O)CNC(=O)c1cccc(C(F)(F)F)c1	6.1	8.6	0.9	.	.	-2.3	.	7.6
C[C@H](CO)N1C[C@H](C)[C@H](CN(C)S(=O)(=O)c2ccccc2)Oc2c(NC(=O)Nc3ccc4c(c3)OCO4)cccc2C1=O	-5.0	7.1	3.0	-61.1	-6.7	-2.0	13.8[16.7 µM]	.
O=C(C[C@@H]1CC[C@@H]2[C@H](COC[C@@H](O)CN2C(=O)c2ccccc2F)O1)NCc1ccc(F)cc1	-1.4	14.6	4.1	2.8	6.9	1.4	1.2[16.7 µM]	-9.2
Cc1ccccc1CSc1nc(C(C)(C)C)cc(=O)[nH]1	10.2	15.9	-23.4	.	1.6	-1.7	11.9	2.8
COC(=O)C1=C(N)OC2=C(C(=O)CCC2)C1c1cccs1 (configuration not stated)	.	-0.9	.	-2.0	.	.	-3.8	0.6
COc1ccc(N2CCN(CCCn3cnc4c(SC)ncnc43)CC2)cc1	-4.2	-1.8	-35.6	0.0	2.5	0.9	-2.7	-8.2
CC(/C=C/c1ccccc1)=N/NC(=O)C(O)c1ccccc1 (configuration not stated)	-26.8	-21.2	-15.3	-0.1	.	5.0	0.5	-5.2
CC(OC(=O)CCc1nc2ccccc2[nH]c1=O)C(=O)c1ccccc1 (configuration not stated)	.	-10.3	.	0.0	-2.3	.	-4.5	4.6
O=S1(=O)c2ccc(Br)cc2OC[C@H](c2ccccc2)N1Cc1ccccc1	9.8	18.9	-1.2	.	.	-3.6	.	-0.8
O=C(Cn1ccc(NC(=O)OCc2ccccc2)nc1=O)NCCN1CCOCC1	3.4	15.7	-4.7	1.7	.	.	1.4	-5.5
O=C(Nc1cccc(F)c1)N1CC(=O)N2[C@H](CO)[C@@H](c3ccc(-c4ccccc4)cc3)[C@@H]2C1	0.9	-32.8	8.8	.	7.4	-1.2	.	.
CC(C)CN(C(=O)CN(C)C(=O)Cc1c(F)cccc1Cl)c1c(N)n(CC(C)C)c(=O)[nH]c1=O	-6.4	-15.4	-3.6	3.8	3.6	-0.2	-3.6	10.6
CCOc1ccc(/C=N/NC(=O)c2nnn(-c3nonc3N)c2-c2cccs2)cc1	-18.0	-3.8	-13.0	2.7	5.1	0.0	1.1	-33.6
CCC(=O)N1C[C@@H](C)[C@@H](OC)CN(C)C(=O)c2ccc(NS(C)(=O)=O)cc2OC[C@@H]1C	-6.9	2.3	14.6	-3.7	.	2.3	0.8[16.7 µM]	0.4
COc1cccc(OC)c1C(=O)Nc1ccc(N2CCCCC2)cc1	.	25.9	.	-1.1	10.5	.	12.0	-4.0
COc1ccccc1CNC(=O)CN1C(=O)NC2(CCCC2)C1=O	-1.6	-5.8	10.3	-0.5	.	-0.7	.	-1.2
CCn1c(SCC(=O)N2CCCCC2)nnc1-c1ccc(S(=O)(=O)N2CCN(C)CC2)cc1	.	-0.5	.	-0.2	7.2	.	-1.4	-16.0
CC(=O)NC(c1cc(F)c2cccnc2c1O)C1CC1 (configuration not stated)	23.6	8.5	-0.7	3.2	.	.	-13.0	-2.1
COCC(=O)Nc1ccc2c(c1)C(=O)N(C)[C@H]1CC[C@@H](CC(=O)NCC3CCCCC3)O[C@@H]1CO2	-1.4	-0.1	14.9	0.4	4.4	-0.6	-22.5[16.7 µM]	-4.2
COc1nc(Nc2ccc([N+](=O)[O-])cc2)nc(NC2CCCCC2)n1	-22.9	-1.1	-22.9	-0.4	-7.3	2.6	-1.1	-4.8
CCC(=O)Nc1ccc2c(c1)C(=O)N(C)C[C@H](OC)[C@H](C)CN(CC1CCOCC1)[C@@H](C)CO2	2.9	-0.6	4.0	0.0	0.9	.	21.8[16.7 µM]	.
Cc1ccc(C(NC(=O)N2CCCC2)C(Cl)(Cl)Cl)cc1F (configuration not stated)	4.4	25.4	-24.8	.	.	1.3	.	-8.1

An excerpt of these results, as comma-separated lines.
compound,EWS-Fli inh,PAX8 inh HTS,LGR2 inh,Cneo AK release,PGC1a acetyl inh,CASP6 VEID inh,miR-122 sensor,FN deposition inh
O=C(Nc1cccc(F)c1)N1CC(=O)N2[C@H](CO)[C@@H](c3ccc(-c4ccccc4)cc3)[C@@H]2C1,0.9,-32.8,8.8,.,7.4,-1.2,.,.
CC(C)CN(C(=O)CN(C)C(=O)Cc1c(F)cccc1Cl)c1c(N)n(CC(C)C)c(=O)[nH]c1=O,-6.4,-15.4,-3.6,3.8,3.6,-0.2,-3.6,10.6
CCOc1ccc(/C=N/NC(=O)c2nnn(-c3nonc3N)c2-c2cccs2)cc1,-18.0,-3.8,-13.0,2.7,5.1,0.0,1.1,-33.6
CCC(=O)N1C[C@@H](C)[C@@H](OC)CN(C)C(=O)c2ccc(NS(C)(=O)=O)cc2OC[C@@H]1C,-6.9,2.3,14.6,-3.7,.,2.3,0.8[16.7 µM],0.4
COc1cccc(OC)c1C(=O)Nc1ccc(N2CCCCC2)cc1,.,25.9,.,-1.1,10.5,.,12.0,-4.0
COc1ccccc1CNC(=O)CN1C(=O)NC2(CCCC2)C1=O,-1.6,-5.8,10.3,-0.5,.,-0.7,.,-1.2
CCn1c(SCC(=O)N2CCCCC2)nnc1-c1ccc(S(=O)(=O)N2CCN(C)CC2)cc1,.,-0.5,.,-0.2,7.2,.,-1.4,-16.0
CC(=O)NC(c1cc(F)c2cccnc2c1O)C1CC1 (configuration not stated),23.6,8.5,-0.7,3.2,.,.,-13.0,-2.1
COCC(=O)Nc1ccc2c(c1)C(=O)N(C)[C@H]1CC[C@@H](CC(=O)NCC3CCCCC3)O[C@@H]1CO2,-1.4,-0.1,14.9,0.4,4.4,-0.6,-22.5[16.7 µM],-4.2

Screening results from PubChem BioAssay.
